aGlu spleen mod – inhibits or activates alpha-glucosidase in human spleen homogenate. P10253. 240,000 compounds, 0.006% hits. human spleen homogenate, 4-MU-alpha-glucoside fluorescence. Potency, µM (series often up to 79.9 µM), inactives show at the highest dose activity change, negative = inhibition, most hits filed as inhibitors. AID 2112;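 note: potency is the fitted concentration of half-maximal effect; 0% = enzyme with vehicle and -100% = no enzyme basal signal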
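Enzyme source: human spleen homogenate, 1 ug/well. Buffer 50 mM citric acid/K phosphate pH 5.0, 0.01% Tween-20. 4-MU-alpha-glucoside 1 mM; 37 C x 40 min; NaOH/glycine stop; fluorescence.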
GAA glycogen mod – inhibitors or activators of human alpha-glucosidase glycogen cleavage | P10253 | recombinant GAA, glycogen substrate, Amplex Red glucose oxidase fluorescence | Potency, µM (titrated, usually from 76.4 µM), inactives show at the highest dose activity change, negative = inhibition, usual class: inhibitors | 300,000 compounds, 0.38% hits;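 note: potency is the fitted concentration of half-maximal effect; 0% = full enzyme reaction and -100% = no-enzyme basal signal; the screen sought inhibitors and activators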
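Recombinant human enzyme (4 nM); glycogen substrate; 37 C, 40 min, pH 5.0. Readout: coupled glucose oxidase/Amplex Red fluorescence.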
GAA inhib – inhibitors of human lysosomal alpha-glucosidase; purified human GAA, 4-MU-alpha-glucoside fluorescence; Potency, µM (series often up to 76.9 µM), inactives show at the top dose activity change, negative = inhibition, hits mostly inhibitors; 200,000 compounds, 0.005% hits; AID 1466;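 note: potency is the fitted concentration of half-maximal effect; plate controls were uninhibited enzyme wells for no effect and no-enzyme background for full effect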
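AC50 values come from Hill fits of compound titrations (up to 77 uM) against 4 nM human enzyme. Substrate 4-methylumbelliferyl-alpha-D-pyranoside at 400 uM, pH 5.0 citrate buffer, 20 min room temperature; fluorescence Ex 365/Em 440 after alkaline stop.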
CBFb-RUNX1 inh – CBF-beta/RUNX1 interaction disruption; Q01196+Q13951; AlphaScreen CBFb-His/RUNX1-biotin binding, biochemical; Potency, µM (series often up to 59.8 µM), for the others: at the highest dose activity, negative = inhibition, hits mostly inhibitors; 230,000 tested, under 10 active; note: % of control where 0% means no effect
Target sequence (Q01196 whole entry, looked up): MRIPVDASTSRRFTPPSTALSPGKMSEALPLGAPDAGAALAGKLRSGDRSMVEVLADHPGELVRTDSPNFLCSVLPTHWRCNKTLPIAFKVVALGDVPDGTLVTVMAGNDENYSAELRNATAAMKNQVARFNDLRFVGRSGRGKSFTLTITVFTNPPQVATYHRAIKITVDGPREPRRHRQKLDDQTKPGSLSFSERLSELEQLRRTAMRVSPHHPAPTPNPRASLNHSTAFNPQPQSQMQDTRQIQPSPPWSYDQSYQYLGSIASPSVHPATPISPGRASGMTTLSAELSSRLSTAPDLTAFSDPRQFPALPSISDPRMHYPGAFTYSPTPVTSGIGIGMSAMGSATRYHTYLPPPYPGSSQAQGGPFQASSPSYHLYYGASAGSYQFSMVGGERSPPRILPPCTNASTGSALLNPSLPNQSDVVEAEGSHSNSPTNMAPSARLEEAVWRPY
Target sequence (Q13951 whole entry, looked up): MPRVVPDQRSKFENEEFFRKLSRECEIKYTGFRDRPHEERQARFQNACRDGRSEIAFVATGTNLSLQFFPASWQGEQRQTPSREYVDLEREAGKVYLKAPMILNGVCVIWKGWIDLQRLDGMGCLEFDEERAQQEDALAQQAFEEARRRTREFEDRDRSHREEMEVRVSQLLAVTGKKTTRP
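Room-temperature protein-protein interaction test with 30 nM each of His-tagged CBF-beta and biotinylated RUNX1, 15 min with compound, then 90 min with nickel plus streptavidin beads. Signal read in AlphaScreen mode.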
HTT aggregate – mutant huntingtin aggregation inhibition; PC12 HttQ103-GFP aggregates, Acumen cytometry, 40 h; Potency, µM (doses to about 46.1 µM), inactives show at the highest dose activity change, negative = inhibition, usual class: inhibitors; 220,000 compounds, 1.1% hits; AID 1688; note: potency is the fitted concentration of half-maximal effect; % is set by controls: 0 for no effect and ±100 for the full control effect; nearly all actives have a fitted effect of over 60% in size
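Read-out: GFP aggregate count by laser scanning cytometer (488 nm excitation, 500-530 nm emission, 1–25 µm objects >6 SD above background). Cells: PC12, inducible HTTex1-Q103-GFP, 100 nM tebufenozide; compounds titrated.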
Lamin A splicing – modulators of lamin A splicing; HeLa LMNA splicing GFP/RFP minigene ratio, 48 h; Potency, µM (highest dose often 46.1 µM), inactives show at the top dose ratio change, negative = inhibition, most hits filed as inhibitors; 200,000 compounds, 0.01% hits; AID 1487; active = well fitted inhibition curve with a large enough effect in the signal ratio, with a control signal flat, not every such curve was filed as active; inconclusive = small, poorly fitted or top-dose-only effect, or effect the other way, or a change in a side signal; the % refers to the signal ratio; note: potency is the fitted concentration of half-maximal effect; % is set by controls: 0 for no effect and ±100 for the full control effect
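S3 HeLa stable clones carrying a lamin A-EGFP splicing minigene plus DsRed2 were seeded at 600 cells/well in Opti-MEM with 2% FBS, pin-dosed and incubated 48 h at 37°C. Acumen cytometry (488 nm) gave the GFP/RFP total-intensity ratio.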
HTT ATP protect – Huntington cell model cytoprotection by ATP luminescence; Potency, µM (highest dose often 56.4 µM), inactives show cytoprotection (ATP increase), actives largely listed as activators; AID 1471; PC12 HTT-Q103 induced, cytoprotection, ATP luminescence, 40 h; 230,000 compounds, 0.14% hits;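 note: potency is the fitted concentration of half-maximal effect; % of control where 0% means no effect; nearly all actives have a fitted effect of over 45% in size; toxic huntingtin expression switched on by the ecdysone agonist tebufenozide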
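PC12 cells stably carrying ecdysone-inducible Htt exon 1 (Q103)–GFP were induced with 100 nM tebufenozide (final) alongside library compounds in a dose series. Cytoprotection was scored as retained ATP by ATPlite luminescence.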
Starred values were filed as active, the others as inactive; ? = inconclusive; · = no result given; & = joins results of further samples; [ ] = remark or other dose. Unless noted, calls come from the whole dose curve; as a rule, active = well fitted curve in the direction sought with a large enough effect; inconclusive = small, poorly fitted or top-dose-only effect, or another doubt; inactive = no such curve, though single readings can be large; an effect the other way counts as inactive or inconclusive.

canonical_smiles,aGlu spleen mod,GAA glycogen mod,GAA inhib,CBFb-RUNX1 inh,HTT aggregate,Lamin A splicing,HTT ATP protect
CCc1nnc(NC(=O)c2ccc3ccccc3n2)s1,·,8%,3%,6%,-11%,·,-79%[inhibitor]
CN1CCN(c2ccccc2NC(=O)c2cc(Br)ccc2Cl)CC1,-2%,-4%,1%,3%,-43%,-2%,1%
O=C(Oc1cccc2c(OC(=O)N3CCOCC3)cccc12)N1CCOCC1,1%,-6%,-3%,2%,-19%,10%,-4%
CCN(C(=O)COC(=O)/C=C/c1cnc2ccccc2n1)C1CCS(=O)(=O)C1 (stereo not drawn),-10%,7%,2%,8%,-21%,-3%[9.22 µM],14%
Cc1ccc(C)c(N2CCN(C(=O)c3ccc(NS(=O)(=O)c4c(C)noc4C)cc3)CC2)c1,-3%,-5%,-4%,0%,?,?,-40%[inhibitor]
O=C(Nc1cccc(Cl)c1Cl)c1ccc(-c2ccccc2)cc1,3%,5%,0%,1%,10%,?,-27%
O=[N+]([O-])c1ccc(O)c2ncccc12,-8%,7%,-5%[15.4 µM],?,3.5µM*,?,-289%[inhibitor]
CC(C)n1c(S(=O)(=O)O)nc2ccccc21,-1%,-3%,·,12%,13%[9.22 µM],·,7%[10 µM]
CN(C)CCCN=Cc1c(O)n(Cc2ccc3c(c2)OCO3)c(=O)c2ccccc12,2%,-2%,-3%,-8%,24%,-20%[46 µM],-16%
CN1CCN(c2nc(Nc3ccc(O)cc3)nc3ccccc23)CC1,·,?,-6%,-8%,-3%,?,8%
CCOC(=O)c1c(C)[nH]c(C)c1C(=O)COc1ncnc2cc([N+](=O)[O-])ccc12,?,0%,-2%,?,8%,-3%[46 µM],18%[10 µM]
CCOC(=O)C(C(C)=O)=C1SC2CS(=O)(=O)CC2S1 (stereo not drawn),2%,-3%,0%,3%,3%,-1%,-15%[0.074 µM]
CC(C)(C)C(=O)Nc1cc(S(=O)(=O)Nc2ccc(Cl)cc2)ccc1Cl,0%,-11%,-10%,-1%,?,?,5%[10 µM]
C/C(=C/C(=O)N1CCN(C)CC1)C(=O)O,3%,0%,-4%,5%,5%,0%,3%[10 µM]
CCOC(=O)N/N=C/c1c(F)c(F)c(F)c(F)c1F,-4%,3%,?,14%,-4%,7%,·
O=C(Nc1nc2ccccc2[nH]1)c1ccc(F)cc1,3%,8%,1%,-1%,-22%,4%,-161%[inhibitor][0.074 µM]
CNC(=S)SCCOc1ccccc1,-1%,2%,·,15%,6%[9.22 µM],·,-12%[10 µM]
Cc1ccc(N(C(=O)c2ccccc2Cl)C2=NC(C)CS2)c(C)c1 (stereo not drawn),6%,-5%,-1%,0%,8%,?,-3%[10 µM]
COc1ccc(N2CCN(C(=O)c3cccc(F)c3)CC2)c([N+](=O)[O-])c1,2%,5%,9%,-3%,-5%,-2%[46 µM],30%
CCOCCn1c(SCc2cccc(C)c2)nc2c1c(=O)[nH]c(=O)n2C,-22%,3%,2%,1%,16%,-10%,-19%

Quoted at random: 2 records from the list
canonical_smiles,aGlu spleen mod,GAA glycogen mod,GAA inhib,CBFb-RUNX1 inh,HTT aggregate,Lamin A splicing,HTT ATP protect
O=C(Nc1cccc(Cl)c1Cl)c1ccc(-c2ccccc2)cc1,3%,5%,0%,1%,10%,?,-27%
CN(C)CCCN=Cc1c(O)n(Cc2ccc3c(c2)OCO3)c(=O)c2ccccc12,2%,-2%,-3%,-8%,24%,-20%[46 µM],-16%

Further results
canonical_smiles,aGlu spleen mod,GAA glycogen mod,GAA inhib,CBFb-RUNX1 inh,HTT aggregate,Lamin A splicing,HTT ATP protect
CN(C)c1ccc(-c2noc(C3CCN(S(=O)(=O)c4cccc(C(=O)O)c4)CC3)n2)cc1,-6%,-5%,?,-5%,18%,3%,17%
O=NO,0%&-2%,·,·,-1%&6%[21.7 µM],·,·,-24%&-3%
COc1cc(/C=N/n2cnnc2-n2nc(C)cc2C)cc([N+](=O)[O-])c1O,-4%,-1%,·,2%,2%[9.22 µM],·,5%[10 µM]
COc1ccccc1-c1ccc(NC2CCCC2)nn1,-15%,4%,-6%,-3%,11%,-11%,10%[10 µM]
CC(=O)NC(Cc1c[nH]c2ccccc12)C(=O)OCC(=O)Nc1cc(C)on1 (stereo not drawn),-12%,-4%,10%,6%,15%,3%,24%[10 µM]
COC(=O)C1=C(C)N(Cc2ccco2)C(=O)N[C@@H]1c1cccc(C(F)(F)F)c1,-11%&-17%,-10%,-11%,-7%,17%,?,-11%
O=C(NCc1ccc(Cl)cc1)c1ccc2nc[nH]c2c1,12%,-1%,6%,-4%,6%,10%,12%[10 µM]
O=C(NC(=S)N1CCCCCC1)c1ccccc1Cl,4%,-10%,11%,-6%,-1%,·,-25%
Cc1cc(NC(=O)c2ccc3c(c2)C(=O)N(Cc2ccccc2)C3=O)no1,5%,-5%,9%,-4%,-25%,·,-71%[inhibitor]
Cn1c(=O)c(=O)n(C)c2cc(S(=O)(=O)N3CCN(Cc4ccccc4)CC3)ccc21,-5%,-1%,-7%,0%,-12%,3%,-4%
Cc1cc(C)n2nc(S(=O)(=O)N(CC(C)C)CC(C)C)nc2n1,-19%,5%,2%,8%,9%,-4%,-4%[10 µM]
CC1=CC(C)C2COC(c3ccc[n+](C)c3)C1C2C (stereo not drawn),1%,-3%,?,-3%,-25%,-4%,-46%[inhibitor][10 µM]
COCCCNCC#CCOc1ccc(OC)cc1,-7%,-10%,7%,0%,0%[9.22 µM],?,-36%[inhibitor]
COc1ccc(OC)c(C(c2nnnn2C2CCCC2)N2CCN(c3ccc(F)cc3)CC2)c1 (stereo not drawn),-4%,-11%,10%,-13%,-11%,-1%,-7%
O=c1c2ccccc2c(C=NCCc2ccccc2)c(O)n1Cc1ccccc1,-6%,-4%,?,-16%,?,-21%,-50%[inhibitor]
O=C(Nc1ccc(N2CCN(C(=O)c3ccccc3)CC2)c(Cl)c1)c1ccc(Br)o1,-6%,-8%,-8%,-11%,11µM*,?,-69%[inhibitor]
Cc1cc(C)c(S(C)(=O)=O)c(Oc2cccc(C(F)(F)F)c2)n1,-19%,-10%,2%,0%,16%[9.22 µM],·,-49%[1.9 µM]
COc1cc(OC)cc(C(=O)Nc2cccc(C(C)=O)c2)c1,-5%,2%,9%,3%,7%,8%,-23%
COc1ccc(CCNC(=O)COC(=O)c2ccc(N3CCCC3=O)cc2)cc1,0%,-12%,-5%,-10%,16%,4%[46 µM],-38%
CCOc1ccc(NS(=O)(=O)c2ccc(NC(=O)c3cccnc3)c(OC)c2)cc1,0%,1%,?,-8%,-2%,?,-33%[inhibitor]

Following part.
canonical_smiles,aGlu spleen mod,GAA glycogen mod,GAA inhib,CBFb-RUNX1 inh,HTT aggregate,Lamin A splicing,HTT ATP protect
COC(=O)Nc1nc2c(C)cccc2s1,-3%,-5%,0%,5%,-14%,0%,13%
CCCCC(=O)OCC(=O)Nc1cccc(S(=O)(=O)NC2=NCCCCC2)c1,6%,-22%,-3%,6%,-1%,·,-3%[10 µM]
Cc1ccc(-c2n[nH]c(=S)n2/N=C/c2c(C)[nH]n(-c3ccccc3)c2=O)cc1,-2%,?,2%,-13%,-6%,?,-51%[inhibitor]
O=C(NC(c1ccccc1)c1ccccn1)c1cccc([N+](=O)[O-])c1 (stereo not drawn),-1%,3%,-3%,-6%,6%,·,-15%
CC1CCN(C(=O)Cn2c(=O)n(CCc3ccccc3)c(=O)c3ccccc32)CC1,0%,-10%,-6%,-1%,3%,-1%,-8%
CCOC(=O)c1c(N2C(=O)CC(Sc3ccccc3C(=O)O)C2=O)sc(C)c1C (stereo not drawn),0%,-14%,·,4%,0%[9.22 µM],·,-7%[10 µM]
Cc1ccc(S(=O)(=O)N(C)C)cc1NC(=O)C1CCCC1,-5%,6%,0%,?,-14%,-2%,-4%[10 µM]
CCC(=O)Nc1nc2ccc([N+](=O)[O-])cc2s1,1%,1%,·,1%,-1%[9.22 µM],·,3%[10 µM]
CCN(CC)S(=O)(=O)c1ccc(OC)c(NC(=O)c2cccs2)c1,-3%,7%,10%,-2%,-14%[9.22 µM],?,0%[10 µM]
Cc1ccc(OCCN2C(=O)S/C(=C\c3ccc(C)o3)C2=O)cc1,1%,-3%,2%,-2%,?,8%,-6%[10 µM]
CCOC(=O)C1(CC2CCCCO2)CCN(Cc2ccc(OC)cc2F)CC1 (stereo not drawn),-5%,-3%,·,9%,9%[9.22 µM],·,27%[10 µM]
CCCNc1cc(=S)nc(N)[nH]1,0%,-18%,·,-9%,-20%[9.22 µM],·,-11%[10 µM]
C=CCSc1nnc(-c2ccc(Cl)cc2Cl)o1,-11%,1%,1%,3%,-6%,16%,-44%[inhibitor][10 µM]
CC(C)OP(=O)(c1ccc(N(C)C)cc1)C(O)c1ccccc1F (stereo not drawn),-1%,-2%,-1%,0%,12%,-3%,0%[10 µM]
Cc1cc(N(C)C)ccc1N=Nc1ccc2ncccc2c1,-7%,-3%,-13%,·,-10%[9.22 µM],·,-2%[10 µM]
NNC(=O)c1csc(Cc2c(Cl)sc3ccc(Cl)cc23)n1,-1%,?,·,4%,18%[9.22 µM],·,2%[10 µM]
COCc1cc(Sc2ccc(Cl)cc2)nc(-c2ccccc2)n1,-2%,-17%,-1%,4%,-6%,?,-15%
O/N=C(\c1ccc(Cl)cc1Cl)c1ncc(C(F)(F)F)cc1Cl,-7%,-25%,0%,6%,26%[9.22 µM],?,-3%
Fc1ccccc1COc1ccc(Br)cc1CNCc1cccnc1,-5%,26%,?,-2%,-16%,2%[46 µM],10%[10 µM]
COc1ccc2c(c1)C(C)=CC(C)(C)N2C(=O)CNCc1ccc2c(c1)OCO2,8%,-16%,-7%,-3%,6%[9.22 µM],?,-6%

Rows are unselected; overall some 1.5% were active at least once.
